# M4 ag – CHRM4 agonism in calcium assay | CHO-K1 hM4/Gqi5, Fluo-8 calcium fluorescence; vehicle 0%, full acetylcholine response 100% | activation, % at 3 µM | 0.14% of 360,000 active | AID 624127;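 active = activation above the run mean over all test wells plus 3 SD, cut at about 32% in these data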;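 note: peak over basal fluorescence ratio per well then scaled between controls; 0% = DMSO wells and 100% = acetylcholine at EC100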
# Target sequence (P08173 whole entry, looked up): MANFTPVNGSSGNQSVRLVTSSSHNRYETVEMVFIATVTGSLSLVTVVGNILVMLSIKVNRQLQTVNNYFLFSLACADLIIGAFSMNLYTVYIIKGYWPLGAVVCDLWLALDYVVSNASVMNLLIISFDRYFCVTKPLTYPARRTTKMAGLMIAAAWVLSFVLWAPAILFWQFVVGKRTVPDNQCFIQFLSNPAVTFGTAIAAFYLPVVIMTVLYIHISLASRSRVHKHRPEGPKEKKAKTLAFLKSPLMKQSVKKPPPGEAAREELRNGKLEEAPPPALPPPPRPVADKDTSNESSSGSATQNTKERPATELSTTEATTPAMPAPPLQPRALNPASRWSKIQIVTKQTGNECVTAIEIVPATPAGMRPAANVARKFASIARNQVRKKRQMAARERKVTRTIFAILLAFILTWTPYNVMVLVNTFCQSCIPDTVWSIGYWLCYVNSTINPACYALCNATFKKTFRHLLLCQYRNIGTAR
# M5 ag – CHRM5 agonism in calcium assay | P08912 | CHO-K1 hM5 cells, Fluo-8 calcium fluorescence; 0% DMSO wells, 100% maximal acetylcholine response | activation, % at 3 µM | 0.19% of 360,000 active | AID 624037;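 active = activation above the run's mean over test compounds plus 3 SD, cut at about 23% in these data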;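 note: signal is peak over basal fluorescence ratio across the kinetic read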
# Target sequence (P08912 whole entry, looked up): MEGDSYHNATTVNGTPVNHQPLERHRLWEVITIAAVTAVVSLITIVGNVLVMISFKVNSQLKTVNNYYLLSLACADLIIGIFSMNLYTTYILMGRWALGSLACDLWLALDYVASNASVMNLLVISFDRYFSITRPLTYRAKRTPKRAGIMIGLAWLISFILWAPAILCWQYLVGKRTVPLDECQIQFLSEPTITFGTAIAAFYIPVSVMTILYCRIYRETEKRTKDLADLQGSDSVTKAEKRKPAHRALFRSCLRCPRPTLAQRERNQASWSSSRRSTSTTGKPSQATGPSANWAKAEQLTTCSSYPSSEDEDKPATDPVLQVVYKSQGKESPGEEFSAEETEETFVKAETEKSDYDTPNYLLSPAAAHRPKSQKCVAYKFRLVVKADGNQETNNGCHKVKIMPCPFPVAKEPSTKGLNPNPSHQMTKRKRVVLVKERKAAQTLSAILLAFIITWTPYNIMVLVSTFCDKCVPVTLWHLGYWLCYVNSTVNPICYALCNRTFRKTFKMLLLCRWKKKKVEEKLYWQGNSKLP
# M4 PAM – positive allosteric modulators of human muscarinic M4 receptor; P08173; CHO-K1 hM4/Gqi5, Fluo-8 calcium fluorescence, ACh EC20; 0% = ACh EC20, 100% = maximal ACh; activation, % at 3 µM; 0.4% of 360,000 active;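 active = activation above its plate's cutoff, the mean activation of sample wells plus 3 SD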; note: some results filed as inactive read as strong as hits
# M4 antag – antagonists of human muscarinic M4 receptor (CHRM4); P08173; CHO-hM4 cells, ACh EC80, Fluo-8 calcium fluorescence; inhibition, % at 3 µM; 0.73% of 360,000 active;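 active = inhibition above its plate's cutoff, the mean inhibition of sample wells plus 3 SD, cut at about 27% in these data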;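 note: 0% = acetylcholine EC80 with DMSO and 100% = DMSO without agonist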
# M1 PAM parental – nonselective activator or artifact in parental CHO-K1 calcium assay; 0.02% of 360,000 active; AID 602247; ATP EC20, Fluo-8 calcium fluorescence; 0% at ATP EC20, 100% at ATP max; activation, % at 3 µM;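 active = activation above the run cutoff, the mean activation of all test compounds plus 3 SD, cut at about 40% in these data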;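 note: peak over basal fluorescence ratio in a 140 s read after ATP addition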
# CHRM5 antagonist – blocks acetylcholine activation of human M5 receptor | inhibition, % at 3 µM | 0.59% of 360,000 active | CHO-hM5 cells, Fluo-8 calcium fluorescence, ACh EC80 | P08912;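 active = inhibition above a per-plate cutoff, the mean of that plate's test compounds plus 3 SD, cut at about 27% in these data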;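 note: 0% = acetylcholine EC80 with DMSO and 100% = DMSO without agonist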
# M1 ag parental – M1 agonist counterscreen hit in parental CHO-K1 cells; activation, % at 3 µM; 0.48% of 360,000 active; Fluo-8 calcium fluorescence; scaled to maximal ATP response, vehicle zero; AID 602248; in the data active = activation above about 15%;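 note: untransfected CHO-K1 host cells lacking M1 receptor as counterscreen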
# CHO-K1 Ca antag – counter-screen for M1 antagonists: effect in parental CHO-K1 cells | inhibition, % at 3 µM | 0.6% of 360,000 active | ATP-induced calcium, Fluo-8 fluorescence;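 active = inhibition above a per-plate cutoff, the plate's mean sample inhibition plus 3 SD, cut at about 24% in these data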;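 note: 0% = DMSO plus EC80 ATP and 100% = DMSO alone without ATP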
# CHRM5 PAM – CHRM5 positive allosteric modulation. P08912. CHO-K1 hM5, Fluo-8 calcium, ACh EC20 PAM; 0% = ACh EC20, 100% = ACh EC100. activation, % at 3 µM. 0.3% of 360,000 active. AID 624038;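 active = activation above the run cutoff, the mean activation of all test compounds plus 3 SD, cut at about 18% in these data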
#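 Test system: CHO-K1 hM5 cells / Doses: single-point, 3 µM nominal / Times: Post-acetylcholine fluorescence recording 140 s / Technique: Fluo-8 calcium fluorescence / Measure: Max/basal fluorescence ratio as % of EC20–EC100 ACh window / Benchmarks: low control EC20 acetylcholine (0%), high control EC100 acetylcholine (100%) / Replicates: one well per compound, no replicates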
# Active calls of the source: *.
# Key to letters: A = M4 ag; B = M5 ag; C = M4 PAM; D = M4 antag; E = M1 PAM parental; F = CHRM5 antagonist; G = M1 ag parental; H = CHO-K1 Ca antag; I = CHRM5 PAM
> CN1CCN(CC(=O)Nc2ccc(Cl)cc2Cl)CC1
  A = 1	B = -5	C = -5	D = 2	E = 16	F = 3	G = 1.2	H = -30	I = -7
> COc1cc(NC(=O)CSc2ccc(-c3ccccn3)nn2)cc(OC)c1
  A = 5	B = 0	C = 4	D = -3	E = 9	F = 0	G = 2.1	H = -14	I = 4
> Cc1cc(C)c2c(NC(=S)Nc3ccccc3)n[nH]c2n1
  A = 1	B = 2	C = 2	D = -6	E = 15	F = -1	G = 0.7	H = -12	I = 1
> CCOC(=O)C1=C(C)NC(=O)NC1c1ccco1 (stereo unspecified)
  A = 0	B = -1	C = 5	D = -1	E = 19	F = 0	G = 0.2	H = -12	I = 3
> CCOC(=O)c1ccc(NC(=O)CSc2nc3c(c(=O)n2CC)SC(C)C3)cc1 (stereo unspecified)
  A = 1	B = -1	C = 5	D = -7	E = -2	F = 3	G = 2.5	H = 6	I = -4
> Cc1cc(-c2csc(NC(=O)c3ccc(C#N)cc3)n2)c(C)n1Cc1ccco1
  A = 1	B = 3	C = 25*	D = 15	E = -3	F = 7	G = -0.1	H = 2	I = 6
> CCOC(=O)C(=NCC1CCCO1)NNc1cc(Cl)ccc1Cl (stereo unspecified)
  A = 0	B = -4	C = 4	D = -3	E = 13	F = -1	G = 1.2	H = -15	I = 3
> COc1cc(/C=C2/C(=O)NN(c3ccc(F)cc3)C2=O)cc([N+](=O)[O-])c1O
  A = -1	B = -3	C = 7	D = 3	E = 20	F = 1	G = 0.2	H = -9	I = 7
> Cc1ccc(C)c(C(O)c2ncc(-c3cccc(C(F)(F)F)c3)[nH]2)c1 (stereo unspecified)
  A = 9	B = 9	C = -3	D = -4	E = 20	F = 2	G = 7.8	H = -10	I = 1
> CC1CCN(Cc2nc(-c3ccccc3)no2)CC1
  A = -1	B = 0	C = 4	D = -8	E = 6	F = 8	G = 0.1	H = -3	I = -2
> O=C(CCSc1nnc(-c2ccco2)o1)N1CCOCC1
  A = 1	B = 0	C = 1	D = 2	E = 4	F = 11	G = 0.6	H = -16	I = 0
> Nc1nonc1C(=O)N/N=C/c1cc2c(cc1[N+](=O)[O-])OCO2
  A = 0	B = -1	C = -7	D = -12	E = -19	F = 6	G = 0.3	H = 6	I = 16
> COc1ccccc1CNC(=O)CSc1nnc2ccc(-c3cccnc3)nn12
  A = 1	B = 0	C = -4	D = 8	E = -4	F = 5	G = 0.2	H = -4	I = 6
> Cn1c(=O)n(C)c2cc([N+](=O)[O-])c(N3CCN(C(=O)c4ccccc4Br)CC3)cc21
  A = 13	B = 2	C = -10	D = 0	E = 11	F = 5	G = 9.6	H = 10	I = -13
> CCOC(=O)C(C)Sc1ncnc2c1c(-c1ccccc1)cn2-c1ccc(OC)cc1 (stereo unspecified)
  A = 1	B = -1	C = -4	D = 8	E = 13	F = 7	G = 0.3	H = -3	I = -6

# Ordered by molar mass (high to low): part of the list above
# Key to letters: A = M4 ag; B = M5 ag; C = M4 PAM; D = M4 antag; E = M1 PAM parental; F = CHRM5 antagonist; G = M1 ag parental; H = CHO-K1 Ca antag; I = CHRM5 PAM
> Cn1c(=O)n(C)c2cc([N+](=O)[O-])c(N3CCN(C(=O)c4ccccc4Br)CC3)cc21
  A = 13	B = 2	C = -10	D = 0	E = 11	F = 5	G = 9.6	H = 10	I = -13
> CCOC(=O)c1ccc(NC(=O)CSc2nc3c(c(=O)n2CC)SC(C)C3)cc1 (stereo unspecified)
  A = 1	B = -1	C = 5	D = -7	E = -2	F = 3	G = 2.5	H = 6	I = -4
> COc1ccccc1CNC(=O)CSc1nnc2ccc(-c3cccnc3)nn12
  A = 1	B = 0	C = -4	D = 8	E = -4	F = 5	G = 0.2	H = -4	I = 6
> COc1cc(/C=C2/C(=O)NN(c3ccc(F)cc3)C2=O)cc([N+](=O)[O-])c1O
  A = -1	B = -3	C = 7	D = 3	E = 20	F = 1	G = 0.2	H = -9	I = 7
> Nc1nonc1C(=O)N/N=C/c1cc2c(cc1[N+](=O)[O-])OCO2
  A = 0	B = -1	C = -7	D = -12	E = -19	F = 6	G = 0.3	H = 6	I = 16
> O=C(CCSc1nnc(-c2ccco2)o1)N1CCOCC1
  A = 1	B = 0	C = 1	D = 2	E = 4	F = 11	G = 0.6	H = -16	I = 0
> CN1CCN(CC(=O)Nc2ccc(Cl)cc2Cl)CC1
  A = 1	B = -5	C = -5	D = 2	E = 16	F = 3	G = 1.2	H = -30	I = -7
> Cc1cc(C)c2c(NC(=S)Nc3ccccc3)n[nH]c2n1
  A = 1	B = 2	C = 2	D = -6	E = 15	F = -1	G = 0.7	H = -12	I = 1
> CC1CCN(Cc2nc(-c3ccccc3)no2)CC1
  A = -1	B = 0	C = 4	D = -8	E = 6	F = 8	G = 0.1	H = -3	I = -2
> CCOC(=O)C1=C(C)NC(=O)NC1c1ccco1 (stereo unspecified)
  A = 0	B = -1	C = 5	D = -1	E = 19	F = 0	G = 0.2	H = -12	I = 3

# Later entries.
# Key to letters: A = M4 ag; B = M5 ag; C = M4 PAM; D = M4 antag; E = M1 PAM parental; F = CHRM5 antagonist; G = M1 ag parental; H = CHO-K1 Ca antag; I = CHRM5 PAM
> Cc1cc(Br)ccc1OCC(=O)NNC(=O)c1cnccn1
  A = 1	B = -3	C = 1	D = 3	E = -5	F = 8	G = 0.7	H = -4	I = -6
> Cc1ccc(C)c(Cn2nnc3c(=O)[nH]c(C4CCN(C(=O)c5ccco5)CC4)nc32)c1
  A = 1	B = -3	C = 6	D = -4	E = -23	F = 14	G = 0.2	H = 3	I = -4
> COc1ccc(S(=O)(=O)N2CCN(CC(=O)Nc3sccc3C(N)=O)CC2)cc1OC
  A = 13	B = 8	C = -3	D = -25	E = 22	F = -4	G = 6.0	H = -29	I = 0
> COc1ccc(CCN2C(=O)CSC2=S)cc1OC
  A = 7	B = 1	C = -5	D = 4	E = 6	F = 5	G = 2.6	H = -13	I = -1
> CC(C)(C)c1ccc(C2=CC(c3ccccc3)n3ncnc3N2)cc1 (stereo unspecified)
  A = 2	B = 1	C = 8	D = 12	E = 28	F = 14	G = 0.0	H = -13	I = -2
> OCC[C@H]1C[C@@H](O)[C@H](O)[C@]2(CCCc3ccccc3O2)O1
  A = 2	B = -2	C = 5	D = -1	E = 6	F = 16	G = 0.1	H = -7	I = -2
> CCN(Cc1ccccc1)C(=O)c1cccc(S(=O)(=O)N2CCN(c3ccc(F)cc3)CC2)c1
  A = 8	B = -2	C = -4	D = -6	E = 17	F = 7	G = 7.6	H = 2	I = -10
> CCCCN1C(=O)Cc2c1nc(N)c1c(N)nc(N(CCC)CCC)c(C#N)c21
  A = 4	B = -4	C = 2	D = 4	E = -9	F = 5	G = 0.4	H = 25*	I = -8
> COc1ccc(CNC(=O)/C=C/[C@H]2O[C@@H](n3cc(C)c(=O)[nH]c3=O)C[C@@H]2O)cc1
  A = 0	B = 4	C = 5	D = 1	E = 5	F = 0	G = 0.2	H = -10	I = 7
> Cc1cc2ccccn2c1C(=O)c1cccc([N+](=O)[O-])c1
  A = -1	B = -7	C = 1	D = -6	E = -10	F = -5	G = -1.1	H = -14	I = 11
> O=C(CN1CCN(Cc2ccc(F)cc2Cl)C1=O)NCCCN1CCOCC1
  A = 0	B = -1	C = 3	D = -12	E = 14	F = 5	G = 0.5	H = -12	I = -5
> COc1ccc(N2CC(C)Cn3c2nc2c3c(=O)n(Cc3ccc(C)cc3)c(=O)n2C)c(OC)c1 (stereo unspecified)
  A = -3	B = -4	C = 17	D = 9	E = -20	F = -2	G = -0.4	H = 2	I = 1
> COc1ccc(-c2csc(-n3ncc(-c4cccs4)c3N)n2)cc1
  A = 0	B = 0	C = 2	D = 1	E = 8	F = 5	G = 0.4	H = 4	I = 1
> Cc1ccc(CCNC(=O)C2CCN(S(=O)(=O)c3ccc4c(c3)NC(=O)C(C)S4)CC2)cc1 (stereo unspecified)
  A = 18	B = 3	C = -18	D = 13	E = -15	F = 19	G = 10	H = 0	I = -15
> Cc1ccc(C(=O)c2oc3nc(C)cc(C)c3c2N)cc1
  A = 1	B = 0	C = 0	D = 10	E = 10	F = 7	G = 0.6	H = 0	I = -8
> O=C(COc1ccccc1[N+](=O)[O-])N1CCN(C(=O)c2ccco2)CC1
  A = 1	B = -2	C = -2	D = -1	E = -1	F = 4	G = 1.3	H = 0	I = -4
> O=C(NCc1ccc(F)cc1)c1ccncc1
  A = 1	B = 2	C = 4	D = 3	E = -9	F = 3	G = -0.1	H = 7	I = -3
> CCOC(=O)N1CCN(C(=O)CSc2nnc3[nH]c(=O)c(C)c(C)n23)CC1
  A = 0	B = 2	C = 0	D = 3	E = 15	F = -1	G = 0.5	H = 1	I = 3
> CC1CCN(C(c2cccs2)c2nnnn2Cc2ccccc2)CC1 (stereo unspecified)
  A = -1	B = -4	C = -4	D = 8	E = 17	F = 4	G = 0.0	H = 2	I = -6
> O=C(O)c1cc([N+](=O)[O-])ccc1N1CCC(Cc2ccccc2)CC1
  A = 0	B = -3	C = -1	D = -2	E = 14	F = 0	G = -0.5	H = 2	I = -1
> Fc1ccccc1COc1ccccc1/C=N/Nc1nc(N2CCCC2)nc(N2CCCC2)n1
  A = 0	B = -2	C = -7	D = 2	E = 22	F = -6	G = 0.5	H = -9	I = 2
> COc1ccc2c(CC(=O)Nc3nnc(C4CC4)s3)coc2c1
  A = 0	B = -1	C = 11	D = -2	E = 21	F = -7	G = 0.9	H = -10	I = 11
> Cc1cc(Cl)ccc1C(O)c1ncc(-c2ccc3ccccc3c2)[nH]1 (stereo unspecified)
  A = 2	B = -1	C = 2	D = 4	E = 10	F = 5	G = 0.3	H = -7	I = 0
> NC(=O)SC/C(=N\S(=O)(=O)c1ccccc1)Nc1ccccc1
  A = 1	B = 0	C = 3	D = -4	E = 1	F = 4	G = -0.1	H = -20	I = -1
> CCN1CCN(c2nc(N)c([N+](=O)[O-])c(Nc3ccc(C)c(C)c3)n2)CC1
  A = 1	B = -9	C = -5	D = -7	E = 12	F = -5	G = 0.2	H = 0	I = -5
> c1cc(-c2nnc(-c3ccncc3)o2)ccn1
  A = 1	B = 2	C = 1	D = -4	E = 13	F = -1	G = 0.9	H = -4	I = 2
> Cc1nc2sccn2c(=O)c1S(=O)(=O)N1CCN(c2cccc(C(F)(F)F)c2)CC1
  A = 6	B = -2	C = -11	D = 13	E = -9	F = 24	G = 2.3	H = -12	I = -10
> Cc1ccccc1NC(=O)Cn1nnc2sc3c(c2c1=O)CC(C)(C)OC3
  A = 12	B = -1	C = -23	D = -4	E = 7	F = 19	G = 5.5	H = -19	I = -15
> CCCCCC/C=N/Nc1nnc(Cc2ccccc2)c(=O)[nH]1
  A = -1	B = -2	C = -1	D = -14	E = -2	F = -9	G = 0.0	H = -11	I = 7
> CC(=O)Nc1ccc(NC(=O)CSc2nncn2C)cc1
  A = 1	B = -3	C = 4	D = 1	E = 11	F = 5	G = -0.1	H = -3	I = 8
> CC12CCC(C(=O)NC(c3ccccc3)c3ccccc3)(OC1=O)C2(C)C (stereo unspecified)
  A = 0	B = -3	C = 8	D = 4	E = -3	F = 1	G = 0.5	H = -23	I = -2
> O=C(COC(=O)CCc1nc2ccccc2n1-c1ccccc1)Nc1cccc(Cl)c1
  A = 0	B = -1	C = -7	D = 3	E = -8	F = 0	G = -0.1	H = 6	I = -4
> Cc1ccc(S(=O)(=O)N2CCCN(C(=O)c3cc4ccccc4[nH]3)CC2)cc1
  A = 6	B = -2	C = -5	D = 9	E = 4	F = 3	G = 1.8	H = 5	I = -4
